Bioassay records from PubChem BioAssay.
PvdQ acylase: P. aeruginosa PvdQ acylase inhibition | purified PvdQ acylase, fluorescence plate reader | inhibition, % at 10 µM | hit rate 0.063% among 340,000 | AID 488965; in the data active = inhibition above about 30%, passing the limit was not always enough; inconclusive = no clear call, values can overlap the other calls;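 also: 0% = vehicle neutral wells and 100% = reference inhibitor wells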
CDK5 p35 inh: inhibitors of human CDK5/p35 kinase. Q00535+Q15078. hit rate 0.01% among 330,000. Recombinant CDK5/p35, ADP-Glo luminescence, 60 min. inhibition, % at 10 µM. AID 488839;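 active = highest replicate inhibition of at least 50% and at least 75% of replicates reaching 50%; inconclusive = only one of the two criteria met; inactive = both criteria failed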;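 also: plate controls were DMSO neutral control for no effect and GW8510 at 10 µM for full effect; many of its hits are not listed in these tables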
Target sequence (Q00535 whole entry, looked up): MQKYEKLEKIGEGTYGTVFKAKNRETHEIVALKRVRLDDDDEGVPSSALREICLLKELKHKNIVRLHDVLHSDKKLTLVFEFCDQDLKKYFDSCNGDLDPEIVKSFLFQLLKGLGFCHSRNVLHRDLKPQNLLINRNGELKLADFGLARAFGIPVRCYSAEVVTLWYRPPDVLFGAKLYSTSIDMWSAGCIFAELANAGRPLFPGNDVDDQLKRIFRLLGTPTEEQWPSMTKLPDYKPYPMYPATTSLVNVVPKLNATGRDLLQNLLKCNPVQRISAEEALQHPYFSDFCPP
Target sequence (Q15078 whole entry, looked up): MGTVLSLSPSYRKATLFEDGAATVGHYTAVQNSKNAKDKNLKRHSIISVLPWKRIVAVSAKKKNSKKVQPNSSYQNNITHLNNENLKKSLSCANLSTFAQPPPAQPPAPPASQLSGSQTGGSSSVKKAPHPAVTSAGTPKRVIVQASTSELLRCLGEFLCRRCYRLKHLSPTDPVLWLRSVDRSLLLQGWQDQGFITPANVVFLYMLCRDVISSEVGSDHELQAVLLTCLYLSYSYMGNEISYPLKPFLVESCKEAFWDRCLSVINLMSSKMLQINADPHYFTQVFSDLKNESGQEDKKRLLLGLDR
SR-BI DiI-HDL act: enhances SR-BI lipid uptake from DiI-HDL. CHO ldlA[mSR-BI] cells, DiI-HDL uptake fluorescence, 3 h; 100 = double the neutral-control signal. activation, % at 12.5 µM. hit rate 0.096% among 320,000. AID 504775;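 active = mean replicate activation of at least 60% and every replicate at or above 60%; inconclusive = mean or all-replicate condition met, but not both; inactive = mean below 60% and not all replicates reaching 60%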;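 also: 0% = median plate neutral-control signal and 100% = twice that signal; values of inactives mirror those of a sister screen read the other way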
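Test system: SR-BI-overexpressing, LDLR-lacking CHO cells. Measured by: DiI fluorescence, bottom read. Medium: Ham's F12 with 0.5% BSA, HEPES 25 mM, pH 7.4. Timing: 3 h uptake period with compound, 37 °C.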
dFosB activator: mouse delta FosB homodimer activation. activation, % at 25 µM. purified delta FosB, TAMRA-CDK5 oligo fluorescence polarization; percent of positive-control signal above neutral wells. P13346. hit rate 0.99% among 340,000;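 active = mean activation above about 17%, with every replicate also reaching it, limit read from the data, passing the limit was not always enough; inconclusive = only one of the two conditions met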;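 also: fluorescence polarization rise as delta FosB binds a TAMRA Cdk5 AP-1 oligo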
Target sequence (P13346 whole entry, looked up): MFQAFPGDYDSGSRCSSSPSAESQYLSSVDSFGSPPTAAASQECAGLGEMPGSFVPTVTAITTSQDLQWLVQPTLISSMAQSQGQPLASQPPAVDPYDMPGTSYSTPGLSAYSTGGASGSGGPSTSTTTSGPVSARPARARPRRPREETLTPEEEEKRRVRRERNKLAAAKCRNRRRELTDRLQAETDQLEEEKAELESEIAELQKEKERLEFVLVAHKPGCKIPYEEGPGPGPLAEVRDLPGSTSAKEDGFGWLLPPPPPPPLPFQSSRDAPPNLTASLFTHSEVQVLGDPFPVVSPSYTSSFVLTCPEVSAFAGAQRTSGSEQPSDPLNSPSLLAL
Rtt109 Vps75: inhibitors of Candida albicans Rtt109/Vps75 histone acetyltransferase; purified Rtt109/Vps75, ThioGlo CoA-SH fluorescence, 4 h; hit rate 0.16% among 330,000; Q5AAJ8; inhibition, % at 34.9 µM;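 active = inhibition of at least 50% in every replicate; inconclusive = best replicate reaches 50% inhibition but some replicates fall short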
Wnt act: Wnt/beta-catenin pathway activation; Wnt/beta-catenin reporter cell assay, activator, plate reader; activation, % at 9.35 µM; hit rate 1.2% among 300,000; AID 743398; in the data active = activation above about 30%, passing the limit was not always enough; inconclusive = no clear call, values can overlap the other calls;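 also: 0% = neutral control wells and 100% = positive control wells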
SR-BI HDL uptake: inhibitors of mouse SR-BI mediated HDL lipid uptake; inhibition, % at 12.5 µM; ldlA[mSR-BI] CHO cells, DiI-HDL uptake fluorescence, 3 h; hit rate 0.96% among 320,000;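 active = mean replicate inhibition of at least 70% and a set share of replicates each scoring 70 or more; inconclusive = meets just one of the two criteria; inactive = fails both criteria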;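 also: 0% = median of neutral control wells and 100% = median of positive control wells; values of inactives mirror those of a sister screen read the other way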
HTR5A ag ctr: activates human HTR5A in OPRM1-OPRD1 agonist counter-screen | hit rate 0.61% among 340,000 | activation, % at 9.3 µM | AID 504692 | HTR5A agonist assay, luminescence, cell-based | P47898; in the data active = activation mostly above about 9.5%, no sharp cut-off; inactive = mostly below about 7.6%;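 also: 0% = cells with vehicle only and 100% = reference agonist; strong numbers were not always called active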
MITF act: MITF TRPM1 promoter activation in melanoma cells; SK-MEL-5 TRPM1-promoter luciferase, 24 h; % of positive control, neutral wells = 0; activation, % at 12.5 µM; hit rate 0.75% among 300,000; AID 588334;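 active = mean activation of at least 80% with every replicate also reaching 80%; inconclusive = mean reaches 80% but some replicate falls short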;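 also: 0% = neutral control wells and 100% = parthenolide positive control wells; values of inactives mirror those of a sister screen read the other way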
RTF Ca sens act: increases calcium sensitivity of human cardiac regulated thin filaments | hit rate 0.24% among 340,000 | activation, % at 7.2 µM | IANBD-labeled TnC RTF fluorescence at EC20 calcium; 0% EC20 calcium, 100% full calcium | P19429+P45379 | AID 493008;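 active = activation above the mean over all tested compounds plus 3 SD, cut at about 30% in these data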;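 also: rise in fluorescence read as greater calcium sensitivity of cardiac thin filaments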
* marks the source's active call; other numbers are inactive results; ? = inconclusive; / = no result given.

SMILES	PvdQ acylase	CDK5 p35 inh	SR-BI DiI-HDL act	dFosB activator	Rtt109 Vps75	Wnt act	SR-BI HDL uptake	HTR5A ag ctr	MITF act	RTF Ca sens act
CCN(CC(=O)Nc1c(F)cccc1F)C(=O)c1cccc(S(=O)(=O)N2CCc3ccccc3C2)c1	-1	0.3	-11	?	9	1	11	-2	-7	0
O=C1CC(N2CCN(c3ccc(S(=O)(=O)N4CCCC4)cc3)CC2)C(=O)N1c1ccc(F)cc1 (stereo not drawn)	-7	-0.5	-20	-3	1	-1	20	5	/	-3
CC1(C)CC(=O)C2=C(C1)Nc1ccccc1N(C(=O)C1CC1)C2c1ccco1 (stereo not drawn)	14	1.0	28	-5	24	5	-28	1	-6	-3
CN1CCC(=NNC(=O)CSCc2ccccc2)CC1	-3	-2.1	23	0	/	/	-23	3	3	-1
COc1cc(/C=C/C(=O)O)cc(Br)c1O	-3	0.3	12	-8	-13	4	-12	3	-3	8
COc1ccc(C(NC(=O)/C=C\c2ccco2)c2ccc(OC)c(OC)c2)cc1 (stereo not drawn)	6	-0.9	-6	-3	/	/	6	1	/	-4
c1ccc(-c2nc(-c3ccncc3)n[nH]2)nc1	-8	-0.3	9	-4	-10	14	-9	3	/	1
CCOc1ccccc1NC(=O)c1ccc2nccnc2c1	-3	-1.1	-38	-5	0	/	38	2	-2	5
O=[N+]([O-])c1cccc(S(=O)(=O)Nc2cccc(-c3ccc(N4CCOCC4)nn3)c2)c1	-2	-1.7	24	-5	0	9	-24	-4	52	2
CCCn1c(N)c(C(=S)NC(=O)C2CC2)c(=O)n(C)c1=O	2	-1.8	0	-5	-1	/	0	-4	-7	-2
O=C(Cc1ccc(Cl)cc1)NCC(=O)N1CCCC1	-5	-2.1	12	2	0	/	-12	2	1	-3
OC(CCN1CCOCC1)c1ccccc1 (stereo not drawn)	-10	-5.0	6	-1	7	1	-6	11	/	2
COc1ccc(OCCSc2nnc(CCNC(=O)c3ccc(OC)cc3)n2C)cc1	3	0.6	-19	-16	11	/	19	3	-3	-4
O=c1[nH]cc(NCCc2ccccc2)c(=O)[nH]1	-14	0.8	36	-7	4	3	-36	2	-7	4
CCOC(=O)Cc1c(C)nc2c(-c3ccccc3)c(C)[nH]n2c1=O	-16	-0.3	0	-5	0	/	0	1	-1	2
O=C(CSc1cc(Cl)ccc1Cl)Nc1ccc(N2CCOCC2)cc1	2	-1.1	-12	1	1	2	12	0	4	-2
Cc1cccc(N(CC(O)CN2CCOCC2)S(=O)(=O)c2ccccc2)c1 (stereo not drawn)	-4	-2.9	-7	-8	0	3	7	-1	7	-1
CC(C)C(NC(=O)c1ccccc1)C(=O)NCCc1ccccc1 (stereo not drawn)	-14	0.0	12	4	-7	-3	-12	-4	25	2
O=C(CSCc1c(Cl)cccc1Cl)NN1C(=O)c2ccccc2C1=O	-11	1.3	18	-11	0	-1	-18	-6	-7	2
O=C(O)c1nnn(-c2cc(C(F)(F)F)cc(C(F)(F)F)c2)c1-c1ccccc1	10	0.1	8	-8	0	1	-8	-1	0	-2

Among those listed so far, two have a COOH group.
SMILES	PvdQ acylase	CDK5 p35 inh	SR-BI DiI-HDL act	dFosB activator	Rtt109 Vps75	Wnt act	SR-BI HDL uptake	HTR5A ag ctr	MITF act	RTF Ca sens act
COc1cc(/C=C/C(=O)O)cc(Br)c1O	-3	0.3	12	-8	-13	4	-12	3	-3	8
O=C(O)c1nnn(-c2cc(C(F)(F)F)cc(C(F)(F)F)c2)c1-c1ccccc1	10	0.1	8	-8	0	1	-8	-1	0	-2

(further entries)
SMILES	PvdQ acylase	CDK5 p35 inh	SR-BI DiI-HDL act	dFosB activator	Rtt109 Vps75	Wnt act	SR-BI HDL uptake	HTR5A ag ctr	MITF act	RTF Ca sens act
COc1cc(NC(=O)CSCc2cnn(-c3ccccc3)c2-n2cccc2)cc(OC)c1	-11	0.1	/	-5	7	/	/	-1	0	-2
COc1ccc(CNC(=O)C2CCN(c3cc(C(=O)Nc4cccc(OC)c4)ccn3)CC2)cc1	-6	/	-69	-3	1	-1	69	0	6	-6
CC(OC(=O)C1=COCCO1)C(=O)NC(C)c1ccc(Cl)cc1Cl (stereo not drawn)	-13	0.7	5	-9	-10	0	-5	-2	5	-5
NC(=O)c1ccc(-n2nnnc2SCc2ccccc2)cc1	-19	0.2	20	-3	-4	/	-20	7	-2	2
CCSCC1COC(c2cccn2Cc2ccc(C)cc2)=N1 (stereo not drawn)	-21	-0.8	-70	-1	-7	-13	?	-2	1	9
Cc1cccc(C(=O)NCC(=O)N2CCN(S(=O)(=O)c3ccccc3)CC2)c1	-10	0.3	19	-10	2	-3	-19	1	2	-1
Cc1ccc2c(c1)C(c1ccccc1)N(C(=O)c1ccc(Br)o1)CC(=O)N2 (stereo not drawn)	-13	-0.2	-2	-7	-3	-1	2	-1	-16	2
CCOCc1nnc(NC(=O)CCc2ccccc2)s1	-9	0.4	18	-3	-12	-1	-18	-1	-24	-3
Cc1cc(C)n(-c2ccc(C(=O)Nc3cccnc3)cc2)n1	-14	-0.8	3	1	-4	1	-3	1	/	7
CC1=CCC(C(=O)O)(C(=O)N/N=C/c2cccnc2)C(c2ccccc2)C1 (stereo not drawn)	-11	0.7	30	-7	4	-2	-30	/	-3	/
CCOC(=O)Cn1c(=O)c2c(nc3n2CCN3Cc2ccccc2)n(C)c1=O	-12	0.1	8	2	-6	/	-8	/	-1	-4
Cc1ccc(S(=O)(=O)N2CCN(CC(=O)Nc3ccc([N+](=O)[O-])cc3)CC2)cc1C	3	0.9	1	-8	2	-13	-1	-3	9	1
COc1cc(/C=N/NC(=O)c2ccc(CN(C)S(=O)(=O)c3ccc(C)cc3)cc2)ccc1O	-5	0.7	-63	-2	-4	0	63	-1	-2	1
CCC(Cc1ccccc1)NS(=O)(=O)c1c(C)nc2scc(C)n2c1=O (stereo not drawn)	-10	-4.0	14	-3	-4	-1	-14	-5	0	-2
CNC(=O)c1ccc(NC(=O)c2ccc3c(=O)n4c(nc3c2)CCC4)cc1	-15	0.1	-26	-9	-1	-20	26	3	-3	-2
COC(C/C=C\[C@@H](O)[C@@H](C)OCc1ccccc1)OC	-13	1.3	29	-2	2	2	-29	1	3	0
O=C(CN1C(=O)NC2(CCCC2)C1=O)N1CCN(S(=O)(=O)c2ccccc2Br)CC1	-2	0.1	7	-9	6	4	-7	-2	15	-4
COc1cc(/C=C/C(=O)N2CC(C)OC(C)C2)cc(OC)c1OC (stereo not drawn)	-11	0.1	-17	1	-5	1	17	2	3	2
COc1ccc(N(CC(=O)Nc2cccc(OC)c2)S(=O)(=O)c2c(C)nn(C)c2C)cc1	-1	-1.2	2	-4	5	-2	-2	-1	-4	2
Cc1nc(-c2ccccn2)nc(N(C)c2ccccc2)c1Cl	-12	-1.6	4	-10	2	3	-4	0	8	-3
Cc1cc(-c2ccccc2)nc2[nH]n(-c3ccccc3)c(=O)c12	-5	0.3	7	-8	/	/	-7	0	/	1
CC(C)CCOC(=O)C1C2C=CC3(CN(Cc4cccs4)C(=O)C13)O2 (stereo not drawn)	-14	-4.3	-5	-12	0	-2	5	0	1	5
Cc1cc(C)c(S(=O)(=O)c2cccc(Br)c2C)c(=O)[nH]1	-16	0.9	16	-9	2	-2	-16	4	/	2
Cc1ccc(-c2nnc(OCc3cccnc3)c3ccccc23)cc1	-20	-0.1	-45	-22	-2	5	45	0	-3	-3
COc1ccc2c(c1)Cc1sc(NC(=O)c3cccs3)nc1-2	-13	-0.1	-59	9	-5	/	59	-1	48	-2
Cc1nn(C(C)C(=O)NCCN2CCCCCC2)c(=O)c2nn(-c3ccccc3)c(C)c12 (stereo not drawn)	3	-1.2	19	1	?	-5	-19	-5	6	2
NC(=O)c1ccc(-n2nnnc2SCC(=O)Nc2ccccc2-c2ccccc2)cc1	-1	-0.5	-2	2	7	/	2	0	12	-4
CCC(C)NC(=O)CN1C(=O)COc2ccc(S(=O)(=O)N3CCOCC3)cc21 (stereo not drawn)	-11	0.9	1	0	-2	1	-1	2	3	-4
Cc1ccc(S(=O)(=O)c2nnn3c2nc(N2CCCCC2)c2ccccc23)cc1	-6	-1.2	-1	0	-2	/	1	7	16	-6
Cc1c(C(=O)Cc2ccccc2)n(C)c2ccccc12	-3	2.4	-27	0	4	-6	27	3	22	-5

7 neighbouring compounds already listed:
SMILES	PvdQ acylase	CDK5 p35 inh	SR-BI DiI-HDL act	dFosB activator	Rtt109 Vps75	Wnt act	SR-BI HDL uptake	HTR5A ag ctr	MITF act	RTF Ca sens act
Cc1ccc(-c2nnc(OCc3cccnc3)c3ccccc23)cc1	-20	-0.1	-45	-22	-2	5	45	0	-3	-3
COc1ccc2c(c1)Cc1sc(NC(=O)c3cccs3)nc1-2	-13	-0.1	-59	9	-5	/	59	-1	48	-2
Cc1nn(C(C)C(=O)NCCN2CCCCCC2)c(=O)c2nn(-c3ccccc3)c(C)c12 (stereo not drawn)	3	-1.2	19	1	?	-5	-19	-5	6	2
NC(=O)c1ccc(-n2nnnc2SCC(=O)Nc2ccccc2-c2ccccc2)cc1	-1	-0.5	-2	2	7	/	2	0	12	-4
CCC(C)NC(=O)CN1C(=O)COc2ccc(S(=O)(=O)N3CCOCC3)cc21 (stereo not drawn)	-11	0.9	1	0	-2	1	-1	2	3	-4
Cc1ccc(S(=O)(=O)c2nnn3c2nc(N2CCCCC2)c2ccccc23)cc1	-6	-1.2	-1	0	-2	/	1	7	16	-6
Cc1c(C(=O)Cc2ccccc2)n(C)c2ccccc12	-3	2.4	-27	0	4	-6	27	3	22	-5

(list continues)
SMILES	PvdQ acylase	CDK5 p35 inh	SR-BI DiI-HDL act	dFosB activator	Rtt109 Vps75	Wnt act	SR-BI HDL uptake	HTR5A ag ctr	MITF act	RTF Ca sens act
O=S(=O)(Nc1ccc(N2CCOCC2)cc1)c1ccc(Cl)s1	-11	-2.1	?	1	3	7	-100	2	-2	9
COc1cccc(OC)c1C(=O)NC(=S)Nc1ccc2oc(-c3ccncc3)nc2c1	-16	-3.1	-74	-12	0	1	?	1	21	3
CC(C)=N/N=C1/NC(=O)C(CC(=O)Nc2cc(Cl)ccc2C)S1 (stereo not drawn)	2	1.4	-19	-4	3	-6	19	6	1	-1
COc1cc(C)ccc1OCc1cc(C(=O)N2CCN(C)C[C@@H]2c2ccccc2)no1	-20	-4.4	-40	-11	-4	24	40	-1	36	1

Some of these compounds in order of their number in Wnt act, descending.
| Molecule | Wnt act |
| --- | --- |
| O=S(=O)(Nc1ccc(N2CCOCC2)cc1)c1ccc(Cl)s1 | 7 |
| COc1cccc(OC)c1C(=O)NC(=S)Nc1ccc2oc(-c3ccncc3)nc2c1 | 1 |
| CC(C)=N/N=C1/NC(=O)C(CC(=O)Nc2cc(Cl)ccc2C)S1 (stereo not drawn) | -6 |
